Bioassay records from PubChem.
CHT PAM: CHT positive allosteric modulators, primary screen, cell-based, membrane potential dye, choline EC20; 310,000 compounds, 0.49% hits; AID 488977, 2010; CHT-expressing cells; hits give high values; LV-AA mutant CHT in HEK293 cells; B-score at 10 µM; High affinity choline transporter 1 (Homo sapiens), Q9GZV3;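 active means initial fluorescence not abnormally high and integrated response B-score, plate-corrected, over 3 SD above library mean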
Target sequence (Q9GZV3 whole entry, looked up): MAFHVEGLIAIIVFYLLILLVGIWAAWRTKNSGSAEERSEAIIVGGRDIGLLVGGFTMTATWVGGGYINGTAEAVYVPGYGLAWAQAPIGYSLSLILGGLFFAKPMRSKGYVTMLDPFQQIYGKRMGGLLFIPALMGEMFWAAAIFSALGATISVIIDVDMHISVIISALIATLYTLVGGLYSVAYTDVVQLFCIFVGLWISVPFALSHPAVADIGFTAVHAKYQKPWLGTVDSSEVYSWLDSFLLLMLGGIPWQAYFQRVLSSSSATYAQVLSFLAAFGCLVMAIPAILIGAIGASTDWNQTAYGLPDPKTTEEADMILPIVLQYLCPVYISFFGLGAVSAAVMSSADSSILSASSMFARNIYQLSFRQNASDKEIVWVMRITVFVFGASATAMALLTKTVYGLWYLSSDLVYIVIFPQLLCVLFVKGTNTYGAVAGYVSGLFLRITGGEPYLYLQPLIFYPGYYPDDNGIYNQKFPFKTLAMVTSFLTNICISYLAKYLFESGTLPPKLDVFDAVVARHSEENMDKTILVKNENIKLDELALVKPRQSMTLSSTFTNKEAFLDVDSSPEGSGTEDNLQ
CHT block: inhibitors of human choline transporter CHT. CHT-expressing cells, membrane potential dye, choline response; hits give low values. B-score at 10 µM. 310,000 compounds, 0.86% hits;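 active means B-score over 3 SD under the library average, and starting fluorescence ratio not unusually high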;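 further: choline stimulus applied at its EC90 after an EC20 pre-addition; B-score computed on integrated fluorescence ratio after choline addition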
STK33 inh: inhibitors of purified STK33 kinase, primary screen, biochemical, ADP-Glo luminescence, homogeneous, cell-free; MBP phosphorylation; Serine/threonine-protein kinase 33 (Homo sapiens), Q9BYT3; 320,000 compounds, 0.073% hits; inhibition, % at 10 µM; AID 2661, 2010;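 active means inhibition at or above 25%, using the most active replicate where run in duplicate; inactive means inhibition below 25%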
Target sequence (Q9BYT3 whole entry, looked up): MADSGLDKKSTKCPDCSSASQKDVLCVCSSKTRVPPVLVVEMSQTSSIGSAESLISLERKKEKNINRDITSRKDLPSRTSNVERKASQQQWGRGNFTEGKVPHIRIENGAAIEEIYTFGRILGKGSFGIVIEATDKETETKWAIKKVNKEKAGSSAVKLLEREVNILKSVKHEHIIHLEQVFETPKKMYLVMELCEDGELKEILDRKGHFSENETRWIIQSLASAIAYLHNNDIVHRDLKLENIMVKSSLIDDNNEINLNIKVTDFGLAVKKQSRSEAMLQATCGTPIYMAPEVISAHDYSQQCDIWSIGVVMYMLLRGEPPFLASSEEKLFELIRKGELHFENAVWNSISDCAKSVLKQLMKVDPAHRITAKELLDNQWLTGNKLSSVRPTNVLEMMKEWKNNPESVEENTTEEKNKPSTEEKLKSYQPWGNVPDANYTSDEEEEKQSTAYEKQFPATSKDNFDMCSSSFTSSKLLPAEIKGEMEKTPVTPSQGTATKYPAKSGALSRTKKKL
The depositor's hits bear a star; i = inactive; nt = not tested or not shown.

SMILES	CHT PAM	CHT block	STK33 inh
CC1CCCN(S(=O)(=O)c2ccc(NC(=O)C3CCN(C(=O)c4ccco4)CC3)cc2)C1 (stereo not given)	i	i	-1.2
CC[C@@H](C)C(NC(=O)OC(C)(C)C)c1cn([C@@H](CCC(=O)OC(C)(C)C)C(=O)N2CCN(C(=O)OC(C)(C)C)CC2)nn1 (stereo not given in full)	i	i	0.4
CCOC(=O)n1c(=O)oc2ccc(Cl)cc21	i	i	-0.9
COc1ccc(C(=O)OCC(=O)NC(C)CCc2ccccc2)cc1 (stereo not given)	i	i	-0.4
CC(=O)Nc1ccc(NC(=O)CSCc2cnn(-c3ccccc3)c2-n2cccc2)cc1	i	i	1.7
Nc1nnnn1/N=C/c1ccccc1OCc1ccc(Cl)cc1	i	i	-0.5
Nc1ccccc1SC1CC(=O)N(c2ccc(Cl)c(Cl)c2)C1=O (stereo not given)	i	i	-5.2
Cc1cccc(NS(=O)(=O)c2cccc(C(=O)Nc3cccc(C(=O)O)c3)c2)c1	i	i	1.3
CC(=O)NCC1CCCN(C(=O)c2oc3c(F)cccc3c2C)C1 (stereo not given)	i	i	-2.0
Cc1nc2c(cnn2-c2ccccc2Cl)c(=O)n1-c1ccc(N2CCC(C)CC2)cc1	i	i	-0.8
Cc1cc(Nc2ccc(F)cc2)nc(N)n1	i	i	2.4
Nc1nonc1-n1nnc(C(=O)N/N=C/c2cccc(Cl)c2)c1CSc1ccccc1	i	i	0.5
COc1ccc([N+](=O)[O-])cc1N(CC(O)CN1CCCCC1)S(=O)(=O)c1ccccc1 (stereo not given)	i	i	-2.5
Cn1nnc(C(O)CN2CCOCC2)n1 (stereo not given)	i	i	-2.1
CCc1c(C)sc(NC(=O)c2ccccc2[N+](=O)[O-])c1C(N)=O	i	i	0.4
O=C(C1=C(O)C(=O)N(CCN2CCOCC2)C1c1cccc(F)c1)c1cc2ccccc2o1 (stereo not given)	i	i	-1.6
Cc1ccc(C)c(C(=O)CCC(=O)Nc2cccnc2)c1	i	i	-2.0
Brc1ccccc1-c1csnn1	i	i	0.2
O=C(OCC(=O)N1CCN(c2ccccc2)CC1)c1ccc(O)cc1O	i	i	-1.0
COc1cc(OC)c(C(=O)NC2CCCCCC2)cc1OC	i	i	-0.6
CC(C)Nc1ncnc2c1nnn2Cc1ccccc1	i	i	3.1
Cc1cc(C(F)F)n2nc(C(=O)Nc3ccc(F)cc3F)nc2n1	i	i	-1.0
OCCNc1nc(C2CC2)nc2c1nnn2Cc1ccccc1Cl	i	i	-4.6
Cn1c(-c2c(N)n(-c3ccccc3)c3nc4ccccc4nc23)nc2ccccc21	i	i	-1.1

Grouped by structure: the entries above containing a nitro group on carbon (2)
SMILES	CHT PAM	CHT block	STK33 inh
COc1ccc([N+](=O)[O-])cc1N(CC(O)CN1CCCCC1)S(=O)(=O)c1ccccc1 (stereo not given)	i	i	-2.5
CCc1c(C)sc(NC(=O)c2ccccc2[N+](=O)[O-])c1C(N)=O	i	i	0.4

Further entries.
SMILES	CHT PAM	CHT block	STK33 inh
O=C(NC(=S)NNC(=O)c1ccccc1O)c1ccccc1	i	i	0.0
CCOC(=O)CNC(=O)Cn1cnc2c(nnn2-c2ccc(C)cc2)c1=O	i	i	-0.3
N=C1C(c2ccccc2)=C(O)CN1c1cccc(S(=O)(=O)N2CCOCC2)c1	i	i	-1.4
COc1ccc(S(=O)(=O)N2CCC(C(=O)NCCc3ccc4c(c3)OCO4)CC2)cc1	i	i	-0.3
Cc1c(NC(=O)CSc2ncnc3ccccc23)c(=O)n(-c2ccccc2)n1C	i	i	-0.2
Cc1csc2nc(O)c(C(=O)NCCCN3CCCC3=O)c(=O)n12	i	i	-0.6
Cc1cccc(NC(=O)C2CCCN(C(=O)NCc3ccccc3)C2)c1C (stereo not given)	i	i	0.7
CCCn1c(=O)c2[nH]cnc2n(-c2ccccc2C)c1=O	i	i	-0.4
Fc1ccc2nc3n(c2c1F)CCCCCC3	i	i	-0.3
CCOC(=O)C(C(=O)N(C)Cc1ccccc1)C1CCCCC1 (stereo not given)	i	i	3.6
Cc1ccc(-c2nn(-c3ccccc3)cc2C(=O)O)o1	i	i	-0.7
CC(C)NC(=O)C(=O)NC1CCCCCC1	i	i	-1.5

Single records, as listed above. Order of screens: CHT PAM	CHT block	STK33 inh
CCOC(=O)C(C(=O)N(C)Cc1ccccc1)C1CCCCC1 (stereo not given) is entered as i	i	3.6
CC(C)NC(=O)C(=O)NC1CCCCCC1 is entered as i	i	-1.5
CCCn1c(=O)c2[nH]cnc2n(-c2ccccc2C)c1=O is entered as i	i	-0.4

Looked up above.
Cc1cc(C(F)F)n2nc(C(=O)Nc3ccc(F)cc3F)nc2n1 @ STK33 inh: -1.0
Brc1ccccc1-c1csnn1 @ STK33 inh: 0.2
CC(=O)NCC1CCCN(C(=O)c2oc3c(F)cccc3c2C)C1 (stereo not given) @ STK33 inh: -2.0

Later entries:
SMILES	CHT PAM	CHT block	STK33 inh
CCOP1(=O)C=C(C(C)(C)C)OC1c1ccc(F)cc1 (stereo not given)	i	i	-2.0
Cc1ccc(NC(NC(=O)c2ccccn2)C(Cl)(Cl)Cl)cc1 (stereo not given)	i	i	-1.8
O=C1C=C(NCc2ccc(Cl)cc2Cl)C2(CCCCC2)O1	i	i	-0.8
Cn1c(SCC(=O)N2CCc3ccccc3C2)nnc1-c1ccncc1	i	i	0.9
CCCCCc1nnc(NC(=O)CN2C(=O)C3CCCCC3C2=O)s1 (stereo not given)	i	i	-0.6
Cc1cccc2cc(CN(CCCN3CCOCC3)Cc3nnnn3C(C)(C)C)c(=O)[nH]c12	i	i	0.5
Brc1cc2c(cc1C1Nc3ccccc3C3C=CCC31)OCO2 (stereo not given)	i	i	-0.5
COc1cc(/C=C2\SC(=Nc3ccc(Cl)c(C(=O)O)c3)NC2=O)c(Br)c(Br)c1O	i	i	35*
O=C(N1CCC(O)(c2cccnc2)CC1)C12CC3CC(CC(C3)C1)C2	i	i	-1.0
C#CCn1c(=NC(=O)c2ccccc2[N+](=O)[O-])sc2cc(S(C)(=O)=O)ccc21	i	i	-1.3
c1ccc(OCc2nnc3n2N=C(c2ccccc2)CS3)cc1	i	i	1.1
O=C(COC(=O)[C@H](Cc1ccccc1)NC(=O)c1cccs1)NC1CC1	i	i	0.0

STK33 inh, hit marks shown above
Compound	CHT block	STK33 inh
COc1cc(/C=C2\SC(=Nc3ccc(Cl)c(C(=O)O)c3)NC2=O)c(Br)c(Br)c1O	i	35*

More structures follow.
SMILES	CHT PAM	CHT block	STK33 inh
Cc1ccc(Cn2nnc3c(=O)n(CC(=O)NCc4ccco4)cnc32)cc1	i	i	-1.4
COc1ccc(/C=C2\Oc3cc(OCC(=O)N4CCC[C@H]4C(=O)O)ccc3C2=O)c(OC)c1	i	i	0.0
CC(=O)NCc1nc2ccccc2n1Cc1ccccc1F	i	i	0.4
COc1cccc(-c2nc(CS(=O)(=O)CC(=O)NCc3ccccc3OC)c(C)o2)c1	i	i	-1.1
O=C1c2oc3ccccc3c(=O)c2C(c2ccccn2)N1Cc1ccccc1 (stereo not given)	i	i	6.5
Cc1cc(NC(=O)c2ccc(F)cc2F)n(-c2nc3ccccc3[nH]2)n1	i	i	-1.4
O=C(CSc1ccc2nnc(-c3ccc(Cl)cc3)n2n1)N1CCCc2ccccc21	i	i	-1.8
O=C(CSc1nc(O)cc(=O)n1-c1ccccc1)Nc1ccccn1	i	i	-1.9
CCCCCCc1ccc(-c2ncc(N)cn2)cc1	i	i	-1.0
[O-][n+]1onc2c3cc(-c4ccccc4)nnc3ccc21	i	i	-0.8
COc1cc(/C=C/C(=O)OCC(=O)Nc2ccc(NC(C)=O)cc2)cc(S(=O)(=O)N2CCc3ccccc32)c1OC	i	i	-4.4
CC(C)CC(=O)O/N=C1\C(=O)N(c2ccccc2)c2ccccc21	i	i	-0.2
CC(=O)c1ccc(NC(=O)c2cn(-c3ccccc3)nc2-c2ccncc2)cc1	i	i	-0.8
O=C(COC(=O)c1cc[n+]([O-])cc1)NCc1ccccc1Cl	i	i	7.5
COc1ccc(/C=N/NC(=O)c2[nH]c3ccc(Cl)cc3c2-c2ccccc2)c(C(=O)O)c1OC	i	i	-0.3
Cc1ccc(/C=N\NC(=O)c2ccc3c(c2)OCO3)o1	i	i	2.6
COc1cccc(CNC(=O)CCCn2ccc3cc(S(=O)(=O)N4CCCC4)ccc32)c1	i	i	-0.3
COc1ccc(NC(C)=O)cc1NC(=O)CN1CCN(C(=O)c2ccco2)CC1	i	i	0.1
CCOC(=O)c1ccc(Cn2c(-c3ccccc3)nnc2-c2ccccc2)o1	i	i	-0.1
CCOC(=O)c1cc(C)[nH]c1C	i	i	-1.7
CC(Sc1nnc(COc2ccccc2)n1Cc1ccccc1)C(=O)O (stereo not given)	i	i	-0.2
O=C(Nc1nnc(-c2ccccc2Cl)o1)c1nc2ccccc2s1	i	i	-0.2
CCOC(=O)c1cc(C#N)c(SC)nc1-c1ccccc1	i	i	-0.8
COc1ccc(Br)cc1/C=N/NC(=O)CN1CCN(Cc2ccccc2)CC1	i	i	-1.0
CC(C)CNC(=O)C1c2ccccc2Oc2ccccc21	i	i	nt
O=C(COC(=O)c1ccccc1SCC(=O)N1CCCC1)Nc1ccccc1C(F)(F)F	i	i	-4.0
CC(=O)Cc1cc(O)c2ccccc2c1OC(=O)c1ccccc1	i	i	-0.6
Cc1cc(C)c(NC(=O)C(C)N2CCCCCC2)c(C)c1 (stereo not given)	i	i	-0.3
Nc1nnc(Cc2ccccc2F)s1	i	i	-1.2
CC(C)CNc1nc(SCC(=O)Nc2ccccc2)nc(N2CCOCC2)n1	i	i	-1.8
CCCC(=O)N(Cc1cc(=O)[nH]c2ccccc12)c1ccc(OC)cc1	i	i	-1.2
Cc1ccccc1COC(=O)c1nn(-c2ccccc2)nc1N	i	i	0.2
COc1ccccc1NS(=O)(=O)c1cc(NC(=O)c2sc3cc(Cl)ccc3c2Cl)ccc1C	i	i	-0.4
O=C(COc1ccc2ccccc2c1)NNC(=O)Cc1cccc2ccccc12	i	i	0.1
CC1=NN(/C(=N\c2nnc(C)s2)Nc2ccc(C(C)(C)C)cc2)[C@H](c2ccc(C)cc2)S1	i	i	0.2
CCOC(=O)c1sc2nc(C)cc(C)c2c1N	i	i	0.2
COc1cccc(NC(=O)c2cc3ccccc3oc2=O)c1	i	i	-0.7
O=C(c1ccco1)N1CCN(c2ccc([N+](=O)[O-])cc2F)CC1	i	i	-1.6
CCN1CCCc2cc(CN(CCN3CCOCC3)C(=S)Nc3ccc(OC)c(Cl)c3)ccc21	i	i	-0.7
Cc1ccc(-c2nc3nc4ccccc4nc3n2Cc2ccco2)cc1	i	i	-0.2
COc1nc(/C(N)=N/O)nc(N2CCCCC2)n1	i	i	-0.6
CCOC(=O)C1C(=O)CC(C)(O)C(C(=O)OCC)C1c1ccccc1 (stereo not given)	i	i	-1.4
COc1ccc(S(=O)(=O)NCCCN2CCOCC2)c2ccccc12	i	i	-0.1
Cn1cccc1-c1cc(C(=O)N2CCc3c([nH]c4ccccc34)C2c2ccccn2)[nH]n1 (stereo not given)	i	i	0.7
COc1cc(C(CCN2CCOCC2)c2c(OC)cc(OC)c3c2OC(=O)CC3c2ccc(N(C)C)cc2)cc(OC)c1OC (stereo not given)	i	i	0.6
Cc1nc(CCNS(=O)(=O)c2cccnc2)cs1	i	i	0.1
COc1ccc(CCNC(=O)c2ccc3ccccc3n2)cc1	i	i	-0.1
O=c1c(-c2nc3ccccc3s2)cccn1Cc1ccc(Cl)cc1	i	i	0.2
OC(COC(c1ccc(Cl)cc1)c1ccc(Cl)cc1)CN1CCCC1 (stereo not given)	i	i	0.8
Cc1ccc(C(=O)O/N=C\c2ccc(N3CCOCC3)c([N+](=O)[O-])c2)cc1	i	i	-0.6
O=C1CCN(Cc2ccc(Br)cc2)CCN1[C@H](CO)c1ccccc1	i	i	0.1
COc1cccc(N=Nc2ccc(O)c3ncccc23)c1	i	i	-0.6
Cc1cccc2nc(CSc3nc4cc([N+](=O)[O-])ccc4s3)cn12	i	i	-0.1
COC(=O)[C@@]12CCCCN1[C@H](c1ccc(-c3ccc(C(C)=O)cc3)c(OC)c1)[C@@H]1C(=O)N(C)C(=O)[C@@H]12	i	i	2.4
COc1ccc(N(CC(=O)N/N=C/c2cc(Br)c(C)o2)S(=O)(=O)c2ccc(NC(C)=O)cc2)cc1	i	i	-0.4
CCOC(=O)C1CCCN(S(=O)(=O)c2ccc(S(=O)(=O)N(CC)CC)cc2)C1 (stereo not given)	i	i	-0.5
Cn1ncc(Br)c1C(=O)N/N=C/c1ccc(OS(=O)(=O)c2ccccc2)cc1	i	i	-1.6
O=C(CN(C(=O)CCC(=O)Nc1nccs1)c1cccc(F)c1)NCCc1ccccc1	i	i	-2.2
N#C/C(=C\c1ccccc1OCc1ccc(C(=O)O)cc1)C(=O)Nc1ccc(O)cc1	i	i	-0.2
CC(Sc1cccc[n+]1[O-])C(=O)Nc1cccc(S(=O)(=O)N2CCOCC2)c1 (stereo not given)	i	i	0.0
Cc1ccc(C(C(=O)NC2CCCCC2)N(C(=O)CCCC(=O)Nc2ccccn2)c2ccc3c(c2)OCCO3)cc1 (stereo not given)	i	i	0.1
CCCCN(C(=O)c1ccc(Cl)c(S(=O)(=O)N2CCOCC2)c1)c1c(N)n(CCC)c(=O)[nH]c1=O	i	i	-1.5
O=C(C(=O)N1CCN(Cc2ccc3c(c2)OCO3)CC1)c1c[nH]c2ccccc12	i	i	0.3

Random draw from the library; 1.5% or so of the library scored in one or more.
